# Yeast life ext – extends the lifespan of yeast | AID 775 | S. cerevisiae growth with nicotinamide, OD615; deaD strain in restrictive glucose medium | inhibition of the nicotinamide effect, % at 10 µM | actives 0.68% (n = 130,000);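 active means inhibition above a set limit, placed 3 SD over the median of all compounds, cut at about 26% in these data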;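 further: 0% = nicotinamide-treated wells and 100% = cells grown without nicotinamide; some compounds called inactive have numbers as strong as hits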
#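 Test system – modified budding yeast, DeaD strain · Compound – single dose 10 µM compound, 0.25% DMSO · Times – culture preincubation 4 h, compound exposure 48 h, both 30 °C · Detection – optical density (absorbance) at 615 nm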
# GALR2 blocker – blocks the human galanin receptor 2 | O43603 | inhibition, % at 4 µM | GALR2-expressing cells, antagonist mode | actives 0.39% (n = 140,000); in the data active means inhibition above about 27%;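 further: cells stimulated with galanin 1-16 at roughly its EC80; 0% = agonist challenge control and 100% = basal control without agonist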
# Target sequence (O43603 whole entry, looked up): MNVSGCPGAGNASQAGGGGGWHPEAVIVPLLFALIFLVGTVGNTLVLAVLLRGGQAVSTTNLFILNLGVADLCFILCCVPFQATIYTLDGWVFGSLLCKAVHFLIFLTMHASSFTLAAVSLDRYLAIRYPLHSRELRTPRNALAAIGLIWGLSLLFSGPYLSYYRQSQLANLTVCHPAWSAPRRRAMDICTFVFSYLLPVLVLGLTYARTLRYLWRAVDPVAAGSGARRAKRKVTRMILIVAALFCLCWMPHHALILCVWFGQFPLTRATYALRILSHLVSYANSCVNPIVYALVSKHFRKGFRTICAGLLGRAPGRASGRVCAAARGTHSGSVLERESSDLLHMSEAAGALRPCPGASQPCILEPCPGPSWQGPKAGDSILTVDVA
# Phagocytosis inh – blocks phagocytosis by macrophages; J774A.1 macrophage IgG-bead phagocytosis, imaging; inhibition, % at 5 µM; actives 0.07% (n = 110,000);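 active means inhibition above the mean of the plate negative controls plus 5 SD, cut at about 13% in these data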;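 further: phagocytic index as fraction of beads internalized from green versus red external bead signal; plate controls were DMSO negative control for no effect and cytochalasin-D positive control for full effect; some results beyond the cut were filed as inactive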
# E-sel TNF inh – TNF alpha driven E-selectin expression inhibition | HUVEC TNFa-induced E-selectin immunofluorescence, high content | AID 1246 | actives 0.71% (n = 120,000) | inhibition, % at 2 µM;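 active means inhibition above the batch mean plus 3 SD, and confirmed as a hit on visual image review, cut at about 43% in these data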;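 further: 0% = TNF-stimulated DMSO wells and 100% = unstimulated control wells; not every result past the cut was called active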
# BB579 growth dn – reduces growth of yeast BB579 in restrictive medium; actives 0.51% (n = 140,000); S. cerevisiae BB579 growth, OD615, 48 h; inhibition, % at 10 µM; AID 804;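 active means inhibition above a set limit, 3 SD over the mean compound inhibition, cut at about 44% in these data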; further: inactives centre near -24
#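 controls = amphotericin B 10 µg/mL, positive | assay system = DeaD yeast strain BB579 | schedule = 48 h compound exposure at 30 °C after 4 h preincubation | detection = OD615 turbidity measurement | medium = restrictive CSMM-D medium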
# NPY Y2 blocker – antagonists of human neuropeptide Y receptor Y2. AID 793. inhibition, % at 2.7 µM. NPY-Y2 expressing cells, antagonist mode. P49146. actives 0.99% (n = 140,000); in the data active means inhibition above about 17%;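 further: 0% = vehicle with agonist challenge and 100% = reference antagonist with challenge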
# Target sequence (P49146 whole entry, looked up): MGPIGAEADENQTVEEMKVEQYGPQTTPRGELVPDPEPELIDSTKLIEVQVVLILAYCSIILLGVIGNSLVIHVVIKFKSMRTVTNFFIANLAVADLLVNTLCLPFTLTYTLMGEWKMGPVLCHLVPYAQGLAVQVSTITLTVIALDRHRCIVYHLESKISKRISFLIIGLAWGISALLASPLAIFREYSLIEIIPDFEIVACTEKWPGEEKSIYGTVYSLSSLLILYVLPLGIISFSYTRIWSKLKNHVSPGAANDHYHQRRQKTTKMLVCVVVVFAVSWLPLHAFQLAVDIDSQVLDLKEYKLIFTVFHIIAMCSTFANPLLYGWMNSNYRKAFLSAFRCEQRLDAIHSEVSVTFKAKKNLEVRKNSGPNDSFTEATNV
# MRP-1 activ – activators of MRP-1; viability increase, % at 10 µM; H69AR cells + doxorubicin, viability rescue, CellTiter-Glo; AID 799; actives 0.61% (n = 140,000);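 active means viability gain under doxorubicin at or above a set limit, the compound median plus 3 SD, cut at about 4.7% in these data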;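 further: MRP-1 overexpressing cells given doxorubicin 25 µM after compound pretreatment; 18-22 h compound pretreatment then 72 h with doxorubicin before readout; 0% = doxorubicin-only wells and 100% = vehicle-treated cells without doxorubicin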
# PTEN del growth – PTEN-deleted cell growth suppression; HCT116 PTEN-null viability, CellTiter-Glo, 60 h; stronger effect = lower value; viability, % at 10 µM; actives 1.2% (n = 140,000);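 active means viability at or below a set limit, 4 SD under the median of all tested compounds, cut at about 3.7% in these data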;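 further: PTEN knockout HCT116 line with beta catenin targeted HCT116 as companion control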
# bCat KO growth – beta-catenin-lacking colon tumor cell growth suppression | HCT116 beta-catenin knockout viability, CellTiter-Glo, 60 h; stronger effect = lower value | viability, % at 10 µM | actives 1.5% (n = 140,000) | AID 818;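 active means viability at or under a set limit, the compound median less 4 SD, cut at about 6% in these data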;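 further: 0% = Hyamine 1622 control at 20 µM and 100% = untreated cell control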
# Measles CPE – protection of cells from measles virus; actives 1.5% (n = 140,000); Measles virus-infected cells, CPE protection, absorbance; protection (pct of control), % at 4 µM; in the data active means protection mostly above about 24%, no sharp cut-off; inactive means mostly below about 26%; further: some compounds called inactive have numbers as strong as hits
# * marks the source's active call; other numbers are inactive results; x = no result given.
SMILES,Yeast life ext,GALR2 blocker,Phagocytosis inh,E-sel TNF inh,BB579 growth dn,NPY Y2 blocker,MRP-1 activ,PTEN del growth,bCat KO growth,Measles CPE
COC(=O)c1sccc1NC(=O)COc1ccc(Cl)cc1,-5,1,2,2,-16,5,-1.7,69,69,18
Fc1cccc2sc(N3CCOCC3)nc12,x,2,x,-10,13,2,1.7,94,99,4
CCOC(=O)C1=C(C)N=c2s/c(=C/c3ccccc3)c(=O)n2C1c1ccc(OC)c(OC)c1 (configuration not stated),-11,0,-3,-28,-24,-1,-1.9,52,61,17
COc1ccc(NC(=O)Cc2c(C)n(C(=O)c3ccc(Cl)cc3)c3ccc(OC)cc23)cc1,-6,-17,-7,-5,-15,4,-1.6,69,66,22
Cc1cc(C)c(-c2csc(NC(=O)COC(=O)c3ccc4c(c3)OCO4)n2)c(C)c1,5,-8,0,1,-28,0,-4.1,82,75,4
COc1ccc(S(=O)(=O)NCCOc2ccccc2)cc1OC,-15,2,0,-2,10,4,-1.2,94,93,15
CCN(c1ccc(OC)cc1)c1ncnc2nc[nH]c12,-12,2,1,x,29,2,-4.5,93,107,6
O=C(CN1CCC(n2nnc3ccccc32)CC1)NCc1cccs1,-8,-4,0,18,-3,0,-3.7,94,83,24
O=C(COC(=O)CCSc1ccccc1)Nc1ccc(F)cc1Cl,-3,5,-6,-13,-18,11,-0.8,100,96,8
CCOc1cc(S(=O)(=O)NCc2ccccn2)c(C)cc1C,-5,5,0,-21,3,3,-0.4,87,95,16
CC(C)CCNC(=O)CN(C)S(=O)(=O)c1cccc2nsnc12,-7,-15,-3,x,-18,1,-0.4,87,88,8
O=C(NC(=S)Nc1cc(C(F)(F)F)ccc1N1CCOCC1)c1ccc(-c2cccc(Cl)c2)o1,-2,-4,-12,22,-39,2,-1.4,62,71,2
COCCNC(=O)c1ccccc1NC(=O)c1ccc(OC)c(OC)c1,-20,5,0,17,-14,0,-1.3,92,97,9
C#CCOc1c(Cl)cc(/C=N/O)cc1OC,-3,-6,-3,-7,-36,3,-4.0,90,91,8
Cc1ccc2nc(SCC(=O)Nc3ccccc3N3CCOCC3)c(C#N)cc2c1,x,3,x,11,-35,0,-1.8,58,57,4
CCCCc1cc(=O)oc2c(CN(C)C)c(O)c(Cl)cc12,-22,-10,x,-19,-6,1,-2.5,83,78,5
O=C(CSc1ccccc1)NCCSCc1ccccc1,1,2,-7,x,-8,4,-0.3,95,90,10
CC(NCCO)C(=O)C12CC3CC(CC(C3)C1)C2 (configuration not stated),-10,-7,0,x,-10,1,-0.5,100,96,12
COc1cccc(C(=O)Nc2ccc(NC(=O)C(C)C)nc2)c1,-5,7,-3,-13,3,1,-0.8,96,96,26
O=c1oc2ccccc2cc1-c1ccc(O)cc1,-5,-1,7,7,1,2,-2.6,101,90,3
COc1ccc(N2CCN(C(=O)CN(c3ccccc3)S(C)(=O)=O)CC2)cc1,-5,-15,0,x,-32,2,-3.6,98,90,3
O=C(O)CNc1nc(Cl)ccc1[N+](=O)[O-],-26,5,x,-9,-31,3,-3.1,88,84,5
CC(=O)NC(CCS(C)(=O)=O)C(=O)N1CCc2ccccc21 (configuration not stated),-8,-6,0,23,-88,1,-1.6,92,94,12
Cc1ccccc1OCCNC(=O)c1ccc2ccccc2n1,-2,-19,-1,x,-41,7,1.5,95,99,4
c1ccc(-c2c3ccccc3nc3[nH]c4ccccc4c23)cc1,-4,-5,x,-3,-40,2,-0.8,64,81,20
O=C(Oc1ccc(Cl)c2cccnc12)N1CCCCCC1,x,-6,x,30,-7,-1,-0.9,84,68,4
O=c1nc(N(c2ccccc2)c2ccccc2)[nH]c(=O)[nH]1,0,1,-1,-14,-22,0,-1.1,97,100,4
CCOC(=O)C1=C(N)Oc2c(oc(CO)cc2=O)C1c1c(F)cccc1Cl (configuration not stated),-4,-1,-2,-11,-55,10,-0.9,100,95,2
CCCC(=O)N1CCN(c2ccc([N+](=O)[O-])cc2Cl)CC1,-6,7,-3,-1,-23,1,2.1,89,83,5
Cc1ccc(C(=O)N2CCN(c3ccc(C(F)(F)F)cn3)CC2)c(C)c1,10,-4,-1,-27,-47,10,1.0,73,60,31
O=S(=O)(NCCc1ccncc1)c1ccccc1,6,2,1,x,-4,-2,-2.1,113,91,17
COc1cc(CNCC(O)c2ccccc2)ccc1OCc1ccc(Cl)nc1 (configuration not stated),-9,-13,0,14,-27,2,-0.4,88,86,6
O=C(Cc1n[nH]c(=O)c2ccccc12)NCc1ccccn1,-9,-16,2,-19,-27,2,-0.8,105,100,12
O=C1c2cccnc2C(=O)N1Cc1cccs1,-7,-6,0,-9,6,0,0.1,102,98,6
Cc1ccc(S(=O)(=O)N2CCN(S(=O)(=O)N3CCOCC3)CC2)cc1C,0,0,-2,15,-6,-3,-1.3,91,84,4
COc1ccc(CNC(=O)/C(C#N)=C2\N=C(NC(=O)c3cccs3)c3ccccc32)cc1,-4,10,-5,x,-13,5,-2.5,88,92,6
O=C(CCCCCN1C(=O)c2ccccc2C1=O)Oc1ccc2c3c(c(=O)oc2c1)CCC3,23,-17,3,x,-50,4,-0.3,101,102,16
O=C(C1CCN(S(=O)(=O)c2cccc3nsnc23)CC1)N1CC=C(c2ccccc2)CC1,-19,7,x,x,-33,1,-1.0,74,69,18
CCOc1cccc(NC(=O)C2CCCN(S(=O)(=O)c3ccc(OC)cc3)C2)c1 (configuration not stated),-7,0,0,-16,-28,0,-5.2,79,80,11
O=C(Nc1cccnc1)Nc1ccc2c(c1)OCO2,-15,-11,x,14,-38,-1,-3.2,96,93,25

# Fetched by compound from the entries so far, 2 records:
SMILES,Yeast life ext,GALR2 blocker,Phagocytosis inh,E-sel TNF inh,BB579 growth dn,NPY Y2 blocker,MRP-1 activ,PTEN del growth,bCat KO growth,Measles CPE
Cc1ccccc1OCCNC(=O)c1ccc2ccccc2n1,-2,-19,-1,x,-41,7,1.5,95,99,4
O=C(Nc1cccnc1)Nc1ccc2c(c1)OCO2,-15,-11,x,14,-38,-1,-3.2,96,93,25

# Next section.
SMILES,Yeast life ext,GALR2 blocker,Phagocytosis inh,E-sel TNF inh,BB579 growth dn,NPY Y2 blocker,MRP-1 activ,PTEN del growth,bCat KO growth,Measles CPE
O=C(Cn1c(=O)oc2ccccc21)NC(=O)NCc1ccccc1,-13,-5,2,3,-21,3,-2.7,98,96,4
O=C(Nc1ccc2c(c1)CCC2)c1cc(S(=O)(=O)N2CCN(c3ccccc3)CC2)ccc1Cl,-2,9,0,-16,-23,4,-0.7,92,94,10
Nc1nonc1-c1nc2ccccc2n1CCC(=O)O,-16,3,1,-2,-23,3,2.3,93,98,14
CCC(=O)N1c2ccc(S(=O)(=O)CCC(=O)N3CCn4c3nc3ccccc34)cc2CC1C (configuration not stated),-1,-4,x,-22,-42,1,-2.0,81,67,6
COc1cc(C)ccc1OCCOCCOc1ccc(C)cc1[N+](=O)[O-],-7,-9,x,x,-14,8,-0.9,100,90,12
CC1Oc2ccccc2C=C1C1/C(=C(/O)c2ccccc2)C(=O)C(=O)N1CCCN(C)C (configuration not stated),-6,-4,-2,x,-64,-1,-0.2,90,79,21
c1nc(NC2CCCCC2)c2[nH]cnc2n1,-5,4,-1,-15,-7,0,-1.0,91,99,8
CC(C)(C)c1ccc(C(=O)NNC(=O)c2ccccc2Br)cc1,-13,2,0,-5,-44,1,-0.5,83,74,5
CCn1c(-c2ccccc2Cl)nn(CC(=O)NCCc2ccccc2)c1=S,7,1,-5,x,8,-1,0.4,79,97,14
CS(=O)(=O)N(CC(=O)Nc1c(F)cccc1F)c1ccc(C23CC4CC(CC(C4)C2)C3)cc1,3,-8,x,20,-23,4,-0.6,68,67,8
CCOC(=O)c1ccccc1Nc1cn(C(C)=O)c2ccccc12,-20,1,1,-11,-25,6,-3.5,15,10,7
Cc1ccc(OCCCC(=O)Nc2ccc3c(c2)OCO3)cc1,-10,20,0,-5,5,12,-0.4,98,93,13
COc1ccc(/C=C/c2ccncc2)c2ccccc12,-16,-13,0,17,-64,8,-1.8,73,74,26
CCOC(=O)N1CCN(CC(O)c2ccc3c(c2)CCN3)CC1 (configuration not stated),-3,-6,1,x,-8,1,-4.3,99,95,17
Cc1cccc(NC(=S)N2CCN(Cc3ccc4c(c3)OCO4)CC2)c1C,-5,0,0,-41,-15,8,-2.5,92,89,23
CC1CN(S(=O)(=O)c2cccc(-c3csc(-c4ccccc4)n3)c2)CC(C)O1 (configuration not stated),-11,-9,0,9,-34,4,4.7,89,93,13
CS(=O)(=O)N(CC(=O)N1CCN(C(c2ccccc2)c2ccccc2)CC1)C1CCCCC1,-6,8,-1,-2,-16,3,2.1,88,92,25
Cc1ccc2nc(Cl)c(/C=N/NC(=O)c3ccccc3O)cc2c1,1,5,-18,x,-7,3,1.6,85,87,2
O=C(CN1C(=O)S/C(=C\C=C\c2ccccc2)C1=O)Nc1ccc(O)cc1,7,-1,-9,x,-48,2,-1.1,88,70,4
Cc1nn(Cc2ccccc2Cl)c(C)c1C(=O)Nc1nnc(C2CC2)s1,-23,-8,-1,11,-27,1,-0.7,43,46,25
C[C@]12CC[C@@H]3c4ccc(OC(=O)c5ccccc5)cc4CC[C@H]3[C@@H]1CC[C@@H]2O,0,12,x,x,-8,3,-3.1,44,47,7
CCOC(=O)c1oc2ccccc2c1CSc1nnnn1-c1ccccc1,-2,-12,-1,9,-35,7,-2.5,99,87,13
C=CCn1c(SCc2c(C)noc2C)nc2sc3c(c2c1=O)CCCCC3,-3,-5,2,16,-28,4,-0.9,55,34,5
COc1cccc(OCCOc2ccccc2OC(C)C)c1,-13,-22,0,12,-80,2,-0.9,94,92,9
CCN(CC)c1ncnc2c1sc1nc(C)cc(C)c12,-28,2,x,7,5,0,0.5,83,90,8
CCCCNC(=O)C(c1ccc(-c2ccccc2)cc1)N(CCN1CCOCC1)C(=O)CCCCCN1C(=O)NC(c2ccc([N+](=O)[O-])cc2)C(C(=O)OCc2ccccc2)=C1C (configuration not stated),1,0,x,-26,-16,6,-1.3,75,72,9
COC(=O)CN1C(=O)C(C)=C(c2ccc(C)cc2)S1(=O)=O,-1,-3,1,-22,-10,2,-2.6,96,94,5
C=CCNc1nc(Nc2ccc(OC)cc2)nc(OCC)n1,-6,3,-1,x,-40,2,-1.6,93,97,15
Nc1csnc1C(=O)O,10,0,0,0,-47,0,-1.3,101,100,26
CC(C)(C)c1cc2cccnc2n1Cc1ccccc1,-4,13,x,24,-26,5,-1.7,75,79,4
COc1ccc(CCn2c(C)cc(C(=O)CSc3nnc(N)s3)c2C)cc1,-13,2,x,4,-65,2,-0.3,89,94,x
C=CCNCCCOc1ccc(C(C)(C)c2ccccc2)cc1,6,-2,2,-12,-45,5,-4.8,49,49,4
O=C(Nc1ccc2c(c1)OCO2)C(c1ccc(Cl)cc1)N1CCN(C(=O)c2ccco2)CC1 (configuration not stated),-16,-3,0,7,-45,3,-2.4,75,70,4
Cc1cc(Oc2ccccc2)nc2ccc(O)cc12,-30,x,0,x,-8,x,-4.3,81,96,4

# Bioassay records as filed in PubChem.
